# Assay outcomes deposited in PubChem by several laboratories.
# Phagocyt inh: blocks phagocytosis by macrophages | J774A.1 macrophage IgG-bead phagocytosis, imaging | inhibition, % at 5 µM | 110,000 tested, 0.07% active;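 active means inhibition above the mean of the plate negative controls plus 5 SD, cut at about 13% in these data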;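 further: phagocytic index as fraction of beads internalized from green versus red external bead signal; plate controls were DMSO negative control for no effect and cytochalasin-D positive control for full effect; some results beyond the cut were filed as inactive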
# NPY Y2 blocker: antagonists of human neuropeptide Y receptor Y2 | 140,000 tested, 0.99% active | NPY-Y2 expressing cells, antagonist mode | inhibition, % at 2.7 µM | AID 793 | P49146; in the data active means inhibition above about 17%;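 further: 0% = vehicle with agonist challenge and 100% = reference antagonist with challenge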
# Target sequence (P49146 whole entry, looked up): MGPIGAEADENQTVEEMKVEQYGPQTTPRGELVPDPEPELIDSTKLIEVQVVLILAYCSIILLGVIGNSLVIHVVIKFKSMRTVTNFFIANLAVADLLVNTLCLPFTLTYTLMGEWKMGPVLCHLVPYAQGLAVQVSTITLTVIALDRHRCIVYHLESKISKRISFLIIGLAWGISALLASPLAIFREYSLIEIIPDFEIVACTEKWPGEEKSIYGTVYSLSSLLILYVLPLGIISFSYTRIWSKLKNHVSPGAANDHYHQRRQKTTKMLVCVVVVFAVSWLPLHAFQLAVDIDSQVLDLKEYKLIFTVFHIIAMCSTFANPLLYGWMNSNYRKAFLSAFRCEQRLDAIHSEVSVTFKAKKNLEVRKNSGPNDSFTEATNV
# bCat KO growth: beta-catenin-lacking colon tumor cell growth suppression. HCT116 beta-catenin knockout viability, CellTiter-Glo, 60 h; active compounds read low. viability, % at 10 µM. 140,000 tested, 1.5% active. AID 818;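 active means viability at or under a set limit, the compound median less 4 SD, cut at about 6% in these data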;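 further: 0% = Hyamine 1622 control at 20 µM and 100% = untreated cell control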
# PTEN del growth: PTEN-deleted cell growth suppression | 140,000 tested, 1.2% active | HCT116 PTEN-null viability, CellTiter-Glo, 60 h; active compounds read low | viability, % at 10 µM;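 active means viability at or below a set limit, 4 SD under the median of all tested compounds, cut at about 3.7% in these data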;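 further: PTEN knockout HCT116 line with beta catenin targeted HCT116 as companion control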
# Measles CPE: protection of cells from measles virus | Measles virus-infected cells, CPE protection, absorbance | protection (pct of control), % at 4 µM | 140,000 tested, 1.5% active | AID 841; in the data active means protection mostly above about 24%, no sharp cut-off; inactive means mostly below about 26%; further: some compounds called inactive have numbers as strong as hits
# MRP-1 activ: activates MRP-1 | 140,000 tested, 0.61% active | AID 799 | H69AR cells + doxorubicin, viability rescue, CellTiter-Glo | viability increase, % at 10 µM;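 active means viability gain under doxorubicin at or above a set limit, the compound median plus 3 SD, cut at about 4.7% in these data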;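 further: MRP-1 overexpressing cells given doxorubicin 25 µM after compound pretreatment; 18-22 h compound pretreatment then 72 h with doxorubicin before readout; 0% = doxorubicin-only wells and 100% = vehicle-treated cells without doxorubicin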
# GALR2 antag: blocks the human galanin receptor 2 | O43603 | inhibition, % at 4 µM | AID 828 | GALR2-expressing cells, antagonist mode | 140,000 tested, 0.39% active; in the data active means inhibition above about 27%;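 further: cells stimulated with galanin 1-16 at roughly its EC80; 0% = agonist challenge control and 100% = basal control without agonist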
# Target sequence (O43603 whole entry, looked up): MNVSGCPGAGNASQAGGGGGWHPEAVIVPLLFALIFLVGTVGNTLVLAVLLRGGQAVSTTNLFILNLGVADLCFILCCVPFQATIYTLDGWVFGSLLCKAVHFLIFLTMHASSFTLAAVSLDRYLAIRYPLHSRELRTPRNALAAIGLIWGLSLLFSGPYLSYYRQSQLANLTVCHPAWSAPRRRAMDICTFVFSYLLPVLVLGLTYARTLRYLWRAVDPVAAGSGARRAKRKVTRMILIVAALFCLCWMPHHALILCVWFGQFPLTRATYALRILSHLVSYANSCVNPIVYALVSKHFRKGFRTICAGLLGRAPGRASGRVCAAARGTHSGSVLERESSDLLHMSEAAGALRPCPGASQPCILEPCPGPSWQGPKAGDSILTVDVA
# E-sel TNF inh: TNF alpha driven E-selectin expression inhibition. HUVEC TNFa-induced E-selectin immunofluorescence, high content. inhibition, % at 2 µM. 120,000 tested, 0.71% active. AID 1246;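 active means inhibition above the batch mean plus 3 SD, and confirmed as a hit on visual image review, cut at about 43% in these data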;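 further: 0% = TNF-stimulated DMSO wells and 100% = unstimulated control wells; not every result past the cut was called active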
# Yeast lifespan up: extends the lifespan of yeast | S. cerevisiae growth with nicotinamide, OD615; deaD strain in restrictive glucose medium | inhibition of the nicotinamide effect, % at 10 µM | 130,000 tested, 0.68% active | AID 775;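 active means inhibition above a set limit, placed 3 SD over the median of all compounds, cut at about 26% in these data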;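 further: 0% = nicotinamide-treated wells and 100% = cells grown without nicotinamide; some compounds called inactive have numbers as strong as hits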
#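 Assay system: engineered S. cerevisiae DeaD replicative-lifespan strain, galactose-grown log-phase cells; Buffer or medium: CSMM-D glucose medium, restrictive; Probe or stimulus: nicotinamide 1.5 mM; Compound: single dose 10 µM compound, 0.25% DMSO; Schedule: 4 h preincubation then 48 h treatment at 30 °C; Technique: OD615 measurement.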
# Yeast growth inh: chemicals that inhibit yeast BB579 growth in restrictive medium (lifespan-shortening candidates). S. cerevisiae BB579 growth, OD615, 48 h. inhibition, % at 10 µM. 140,000 tested, 0.51% active;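 active means inhibition above a set limit, 3 SD over the mean compound inhibition, cut at about 44% in these data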; further: inactives centre near -24
#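 Test system: DeaD yeast strain BB579 / Buffer or medium: restrictive glucose-based CSMM-D medium / Doses: single 10 µM dose / Schedule: 4 h cell preincubation, 48 h compound exposure, 30 °C humidified / Technique: culture absorbance at 615 nm / Controls: amphotericin B positive control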
# Starred values were filed as active, the others as inactive; . = no result given.
SMILES,Phagocyt inh,NPY Y2 blocker,bCat KO growth,PTEN del growth,Measles CPE,MRP-1 activ,GALR2 antag,E-sel TNF inh,Yeast lifespan up,Yeast growth inh
CC(=O)c1ccc(NC(=O)COC(=O)c2ccccc2Nc2ccccc2)cc1,-1,1,54,87,13,-6.1,-2,-50,-8,-13
COCc1cc(=O)n2[nH]c(SC)nc2n1,-2,2,87,94,3,0.3,4,-24,-7,-23
CCOC(=O)c1c(/N=C/N(C)C)sc(C(=O)OC)c1C,2,4,92,110,4,-1.5,2,-9,-20,-31
O=C(OC1CCN(c2ncc(C(F)(F)F)cc2Cl)CC1)c1ccccc1,.,4,58,73,13,1.6,11,-27,-5,-58
Cc1ccc(-c2noc(CSc3nnc(Cc4ccccc4)n3-c3ccc(Cl)cc3)n2)cc1,-2,25*,74,63,1,-1.7,-19,0,7,-17
CCc1cc2c(cc3c(=O)n(CC(=O)NCCCN(CC)CC)nc(CC)n32)s1,.,4,95,78,9,-4.2,-3,6,-10,9
Cc1c(C(=O)/C=C/c2cccs2)oc2ccc(F)cc12,.,2,65,65,6,-2.6,-4,-10,-14,-70
CCOC(=O)c1ccc(NC(=O)CC2C(=O)N(c3cccc(OC)c3)C(=O)N2CCOC)cc1 (stereo unspecified),-2,-2,101,95,3,-1.2,1,-2,-8,-65
COc1cc2ncnc(NCc3ccc(C)cc3)c2cc1OC,2,3,96,102,1,-1.4,17,-6,-13,-50
CCCn1c(/C=C/c2ccco2)nc2ccccc21,-1,1,61,70,21,-4.2,-18,.,-5,-9
C=C(C)CSc1nncn1/N=C/c1ccc(OC)cc1,1,1,89,104,6,0.5,3,-11,-24,-30
Cc1cc(C)nc(SCC(=O)Nc2ccc(N3CCOCC3)cc2)n1,-1,0,102,93,6,-2.2,3,2,-14,-40
CS/C(=C\[N+](=O)[O-])Nc1ccccc1,-1,1,85,102,22,-1.6,-8,-6,-9,-58
CCCC(=O)NCCc1nc2ccccc2n1C,-2,1,101,102,10,1.1,4,-31,6,-21
COc1ccccc1NS(=O)(=O)c1ccc(NC(=O)Cc2cccs2)cc1,-5,1,84,81,8,-2.1,-18,.,6,-30
CCc1ccc(-c2cc(C(F)(F)F)n3nc(C(=O)Nc4c(C)nn(Cc5ccccc5C)c4C)cc3n2)s1,1,3,86,74,14,3.2,-15,-15,-1,-34
Cc1nc2ccc(S(=O)(=O)NC(C(=O)N3CCCCCC3)C(C)C)cc2s1 (stereo unspecified),0,0,102,89,11,-0.8,-9,.,-1,-43
CC1(C)CN(O)CCN1O,-8,1,97,94,6,0.4,6,24,-2,-11
CCCC(=O)NC(=S)Nc1ccccc1C(=O)OC,.,-1,91,92,3,-2.7,6,41,4,-56
COc1ccc(OC)c(NC(=O)C2CCCN(S(=O)(=O)c3cccc4cccnc34)C2)c1 (stereo unspecified),0,0,92,87,10,-2.5,4,14,-9,14
COc1ccccc1CC(=O)Nc1cc2oc3ccccc3c2cc1OC,.,4,85,75,23,3.0,-4,1,-11,-26
COC(=O)c1cn(NC(=O)CC2CCCCC2)c(=O)c2ccccc12,-3,5,89,95,21,-0.3,1,-23,3,-5
N#C/C(C(=O)NCc1ccco1)=C1/SC(Cc2ccc(Cl)cc2)C(=O)N1c1ccccc1 (stereo unspecified),.,1,84,98,15,-1.4,5,-4,-6,-26
CS(=O)(=O)c1ccc(C(=O)NC2CCCCC2)cc1,-16,1,94,103,17,0.5,0,-3,2,-36
N#C/C(=C\c1cn(-c2ccccc2)nc1-c1cccnc1)c1nnc2n1CCCCC2,-1,-2,94,98,10,-1.3,-4,-5,16,-55

# An excerpt from above in order of number of heavy atoms, smallest number first.
SMILES,Phagocyt inh,NPY Y2 blocker,bCat KO growth,PTEN del growth,Measles CPE,MRP-1 activ,GALR2 antag,E-sel TNF inh,Yeast lifespan up,Yeast growth inh
CCCC(=O)NCCc1nc2ccccc2n1C,-2,1,101,102,10,1.1,4,-31,6,-21
COc1ccc(OC)c(NC(=O)C2CCCN(S(=O)(=O)c3cccc4cccnc34)C2)c1 (stereo unspecified),0,0,92,87,10,-2.5,4,14,-9,14
Cc1ccc(-c2noc(CSc3nnc(Cc4ccccc4)n3-c3ccc(Cl)cc3)n2)cc1,-2,25*,74,63,1,-1.7,-19,0,7,-17

# Reprinted at random: 4 records from the list
SMILES,Phagocyt inh,NPY Y2 blocker,bCat KO growth,PTEN del growth,Measles CPE,MRP-1 activ,GALR2 antag,E-sel TNF inh,Yeast lifespan up,Yeast growth inh
Cc1cc(C)nc(SCC(=O)Nc2ccc(N3CCOCC3)cc2)n1,-1,0,102,93,6,-2.2,3,2,-14,-40
COc1cc2ncnc(NCc3ccc(C)cc3)c2cc1OC,2,3,96,102,1,-1.4,17,-6,-13,-50
Cc1nc2ccc(S(=O)(=O)NC(C(=O)N3CCCCCC3)C(C)C)cc2s1 (stereo unspecified),0,0,102,89,11,-0.8,-9,.,-1,-43
COC(=O)c1cn(NC(=O)CC2CCCCC2)c(=O)c2ccccc12,-3,5,89,95,21,-0.3,1,-23,3,-5

# The listing continues.
SMILES,Phagocyt inh,NPY Y2 blocker,bCat KO growth,PTEN del growth,Measles CPE,MRP-1 activ,GALR2 antag,E-sel TNF inh,Yeast lifespan up,Yeast growth inh
Cc1cc(C)n2nc(NCc3cccc(Br)c3)nc2n1,0,0,105,96,2,-3.0,0,.,-29,-18
Fc1ccc(CNc2ccc(CNc3ncn[nH]3)cc2)cc1,-2,0,96,91,18,-2.5,13,-82,-3,-6
CCNc1oc(-c2ccc(OC)cc2)nc1S(=O)(=O)c1ccc(Br)cc1,-2,1,101,110,7,1.6,-7,11,-5,-49
CCOC(=O)c1ccccc1NC(=O)N1CCn2c(C)ccc2C1CC (stereo unspecified),-5,9,97,93,7,-4.2,2,-9,-20,-55
CC(C)Cc1cc(C(=O)Nc2cc(Cl)ccc2Cl)no1,-1,1,86,103,11,-2.6,5,.,6,4
Cc1n[nH]c(=S)n1/N=C/c1ccc(-c2ccccc2[N+](=O)[O-])o1,0,3,70,73,7,-5.5,8,17,-10,-9
O=C(Cc1ccc(F)cc1)Nc1cccc2cccnc12,-5,4,96,92,12,1.4,-13,.,-8,-15
O=c1c2cc(Cl)ccc2oc2nc3n(c(=O)c12)CCCS3,1,0,85,90,7,-2.0,-11,10,-22,12
CCCc1nc(N2CCOCC2)c(C#N)c2c1CCCC2,0,1,90,86,29,3.7,-8,-4,-18,-18
O=C(c1ccccc1)N1CCN(CC(O)COC2CCCCC2)CC1 (stereo unspecified),-6,-1,96,85,14,-1.1,-6,.,-2,-13
CC1CCN(c2ncnc3c2cnn3-c2ccccc2)CC1,0,2,86,90,8,0.7,4,.,-11,-5
CCOCCCn1c(=S)[nH]c2cc(C(=O)NCCN(CC)CC)ccc2c1=O,-5,0,88,94,34*,-2.4,10,-15,-6,8
COc1cc(C)c(Cl)cc1S(=O)(=O)NCc1ccncc1,10,4,32,44,7,-1.9,13,-16,-29,-5
CCn1c(O)c(N=NC(=O)CNc2cccc(C)c2)c2ccccc21,-3,7,88,88,10,-0.5,-13,.,-4,-31
CSc1nc(C)c(Oc2ccccc2)c(=O)n1C,-1,-1,94,108,15,-1.0,1,8,-6,-55
Cc1cc(C(=O)CSc2ccc3c(c2)OCCO3)c(C)n1C1CC1,1,8,87,70,3,-0.6,1,.,-1,-2
O=C1c2ccccc2S(=O)(=O)N1CCOc1ccccc1,0,4,99,89,0,-1.3,-2,10,-15,-5
CCOc1ccccc1NC(=O)CN1CCC(NC(=O)c2ccccc2)CC1,.,1,90,96,11,-3.5,4,14,-16,-6
CC1CCN(S(=O)(=O)c2cccc(C(=O)NCc3cccs3)c2)CC1,-2,-1,95,95,16,0.6,-12,2,2,-22
Cc1cc(C)cc(NC(=O)N2CCC(NC(=O)c3ccc(F)cc3)CC2)c1,2,2,100,98,33,-2.6,-6,-16,-13,-39
CCn1c(-c2ccc(F)cc2)cnc1SCC(=O)N1CCCCC1C (stereo unspecified),0,5,87,92,11,-0.2,-14,8,-12,-52
O=C(Nc1ncc([N+](=O)[O-])s1)C1CCN(S(=O)(=O)c2cnc[nH]2)CC1,0,4,103,93,8,0.2,-2,.,-11,-23
N#Cc1c2n(c3c(=O)n(CC(=O)c4ccc([N+](=O)[O-])cc4)cnc13)CCCCC2,-1,4,93,100,2,-2.1,10,-25,6,-24
CC(C)(C)C(=O)C(Oc1cccc2nonc12)n1cncn1 (stereo unspecified),.,1,76,80,6,-2.4,-4,.,3,-39
CCCc1cc(C(=O)NNC(=S)NCC2CCCO2)cs1 (stereo unspecified),-7,4,88,88,15,-3.3,-6,58,0,-3
SMILES,Phagocyt inh,NPY Y2 blocker,bCat KO growth,PTEN del growth,Measles CPE,MRP-1 activ,GALR2 antag,E-sel TNF inh,Yeast lifespan up,Yeast growth inh
Cc1ccc(C(=O)N2CCN(c3ccc(C(F)(F)F)cn3)CC2)cc1,0,-1,96,95,4,-2.1,-5,-26,-11,-40
Cc1cccc(NC(=S)NN(Cc2ccccc2)c2ccccc2)c1C,0,17,62,59,45,-3.6,3,.,-9,-29
COc1ccc(OCC(=O)N2CCN(C(=O)Cc3ccccc3)CC2)cc1,1,0,105,115,18,0.3,7,-19,-8,3
COC(=O)c1sc(-c2ccccc2)cc1NC(=O)c1ccccc1,-12,3,77,70,.,-1.6,-6,.,0,-14
COC(=O)C1=C(C)N(C)C(=O)NC1c1ccccc1 (stereo unspecified),-2,4,106,102,28,0.1,-1,29,-6,-24
CCn1c(CNC(=O)COc2c(C)cccc2C)nnc1SCC(=O)Nc1nccs1,0,2,97,94,10,-1.0,-5,-13,-7,-22
CC(C)COP(=O)(OCC(C)C)C(O)c1ccc(F)cc1 (stereo unspecified),-6,2,89,91,13,-1.7,-12,-5,-2,-7
COc1cccc2c1OC1(C)CC2NC(=O)N1c1cccc(C(=O)Nc2ccc3c(c2)OCCO3)c1 (stereo unspecified),.,-1,80,81,17,-3.2,-5,1,-4,-33
CCCCNc1ncnc2c1cnn2-c1ccccc1,.,3,15,23,7,-4.2,15,.,-20,-12
